# Screening data deposited in PubChem by National Center for Advancing Translational Sciences (NCATS).
# PGK inhibitor: qHTS Assay to Find Inhibitors of Phosphoglycerate Kinase; PGK/GAPDH coupled, Kinase-Glo luminescence, 60 min; AID 602233, 2012; hit rate 0.043% among 380,000; Phosphoglycerate kinase, glycosomal (Trypanosoma brucei brucei), P07378; Potency, µM (titrated, usually from 57.5 µM), inactives show at the top dose activity change, negative = inhibition, actives largely listed as inhibitors; also: % is scaled to controls: 0 for no effect and ±100 for the full control effect; nearly all actives have a fitted effect of over 60% in size
#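 Luminescent ATP detection (Kinase-Glo Plus) follows a 60-minute room-temperature incubation, with wells lacking PGK as controls. Buffer: 100 mM TEA (pH 7.6), 5 mM MgCl2, 0.01% Tween-20. Coupling enzyme GAPDH (100 nM final) supplies unstable 1,3-BPG in-well.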
# JMJD2A Tudor: qHTS Assay for Inhibitors of JMJD2A-Tudor Domain | Lysine-specific demethylase 4A (Homo sapiens), O75164 | AlphaScreen JMJD2A-Tudor / H3K4me3 peptide binding | Potency, µM (top dose mostly 114 µM), for the others: at the highest dose activity change, negative = inhibition, actives largely listed as inhibitors | hit rate 4.4% among 390,000 | AID 504339, 2011; also: % is scaled to controls: 0 for no effect and ±100 for the full control effect; nearly all actives have a fitted effect of over 50% in size
# Target sequence (O75164 whole entry, looked up, the tested form may be a part): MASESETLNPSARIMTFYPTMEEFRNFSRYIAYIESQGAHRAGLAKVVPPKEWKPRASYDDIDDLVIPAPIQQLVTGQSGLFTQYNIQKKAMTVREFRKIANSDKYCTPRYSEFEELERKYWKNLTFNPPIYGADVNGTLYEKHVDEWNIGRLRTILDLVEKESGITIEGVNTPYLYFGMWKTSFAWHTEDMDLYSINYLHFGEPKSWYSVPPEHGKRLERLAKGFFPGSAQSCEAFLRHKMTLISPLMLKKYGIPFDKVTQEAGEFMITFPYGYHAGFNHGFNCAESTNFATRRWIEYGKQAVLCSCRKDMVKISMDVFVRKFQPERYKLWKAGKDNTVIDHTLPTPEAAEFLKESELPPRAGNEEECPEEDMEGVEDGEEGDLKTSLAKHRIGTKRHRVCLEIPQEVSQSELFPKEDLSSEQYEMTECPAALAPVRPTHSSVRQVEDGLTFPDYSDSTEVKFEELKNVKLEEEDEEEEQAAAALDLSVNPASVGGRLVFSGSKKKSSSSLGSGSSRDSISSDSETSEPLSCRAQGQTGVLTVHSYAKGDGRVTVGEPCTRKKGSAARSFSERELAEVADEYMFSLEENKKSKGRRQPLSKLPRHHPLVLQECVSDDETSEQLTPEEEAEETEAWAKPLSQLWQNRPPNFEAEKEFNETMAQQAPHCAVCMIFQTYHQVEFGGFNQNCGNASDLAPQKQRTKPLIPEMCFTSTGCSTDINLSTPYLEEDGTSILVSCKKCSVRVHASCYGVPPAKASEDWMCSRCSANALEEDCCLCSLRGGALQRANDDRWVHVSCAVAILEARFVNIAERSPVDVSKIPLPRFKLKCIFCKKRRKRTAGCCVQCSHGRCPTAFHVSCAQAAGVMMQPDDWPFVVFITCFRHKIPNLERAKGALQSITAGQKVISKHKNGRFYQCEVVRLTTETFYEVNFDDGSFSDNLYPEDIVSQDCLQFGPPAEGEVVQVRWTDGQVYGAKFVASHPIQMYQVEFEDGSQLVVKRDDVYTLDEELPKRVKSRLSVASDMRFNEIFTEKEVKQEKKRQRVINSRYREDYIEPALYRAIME
# TrxR1 inh: qHTS Assay for Inhibitors of Mammalian Selenoprotein Thioredoxin Reductase 1 (TrxR1): qHTS. recombinant rTrxR1, NADPH fluorescence consumption, selenite substrate. Potency, µM (series often up to 114 µM), for the others: at the highest dose activity change, negative = inhibition, usual class: inhibitors. AID 588453, 2011. Thioredoxin reductase 1, cytoplasmic (Rattus norvegicus), O89049. hit rate 1% among 390,000; also: % is scaled to controls: 0 for no effect and ±100 for the full control effect; nearly all actives have a fitted effect of over 65% in size
#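 Rat TrxR1 (90 nM in the dispensed reagent) was pre-reduced with 400 uM NADPH for 5 min at room temperature, then incubated with compound for 15 min. After 400 uM selenite was added, NADPH fluorescence (Ex 340/Em 450 nm) was followed for 8 min.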
# ERG Ets-DNA blk: qHTS for Small Molecule Inhibitors of the ERG Ets/DNA interaction; Transcriptional regulator ERG (Homo sapiens), P11308; fluorescence polarization, His-ERG Ets domain / labelled DNA; Potency, µM (highest dose often 76.9 µM), inactives show at the highest dose FP activity, negative = inhibition, most hits filed as inhibitors; hit rate 0.028% among 370,000; AID 624246, 2012; active = well fitted inhibition curve with a large enough effect in the polarisation, with a control signal flat; inconclusive = small, poorly fitted or top-dose-only effect, or effect the other way, or a change in a side signal; inactive = no such curve, though single readings can be large or run the other way; the % refers to the polarisation;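 also: polarization taken with two DNA probes labelled with fluorescein and Texas red; % of control where 0% means no effect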
#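 His-tagged ERG Ets domain (1 uM in the protein solution; 300mM KCl, 50mM Tris-HCl, 1mM EDTA, 1mM DTT, pH 7.5) received compound, then a probe mix of 5 nM fluorescein-DNA and 100nM Texas-615-DNA. Fluorescence polarization was read for both dyes.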
# GLS inh: qHTS for Inhibitors of Glutaminase (GLS); Glutaminase kidney isoform, mitochondrial (Homo sapiens), O94925; GLS enzymatic activity, qHTS titration; Potency, µM (top dose mostly 45.5 µM), without a hit: top-dose activity change, negative = inhibition, actives largely listed as inhibitors; hit rate 0.21% among 410,000; AID 624170, 2012; also: % is scaled to controls: 0 for no effect and ±100 for the full control effect
#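 Enzyme dispensed in phosphate buffer (45 mM, pH 8.2, 0.02% Tween-20), compounds pinned in, then 1 mM L-glutamine solution and the glutamate oxidase–HRP–Amplex Red mix added; fluorescence read immediately and again after 30 min at room temperature.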
# RGS4 inh: Inhibitors of Regulator of G Protein Signaling (RGS) 4: qHTS; Regulator of G-protein signaling 4 (Homo sapiens), P49798; Transcreener GDP fluorescence polarization, RGS4-accelerated GTP hydrolysis; Potency, µM (titrated, usually from 114 µM), for the others: at the top dose activity change, negative = inhibition, actives largely listed as inhibitors; hit rate 0.039% among 390,000; AID 504845, 2011; also: % is scaled to controls: 0 for no effect and ±100 for the full control effect; nearly all actives have a fitted effect of over 75% in size; some results filed as inactive show a strong effect at the top dose
#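 MLSMR compounds (23 nl, pin-transferred) preincubated 10 min at room temperature with a 500nM (2x) first reagent, then RGS4 at 900nM (2x) plus Transcreener GDP mix added; fluorescence polarization (620/688 nm) read before and after 90 min at 30 °C.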
# Pin1 inh: qHTS Assay to Find Inhibitors of Pin1; Peptidyl-prolyl cis-trans isomerase NIMA-interacting 1 (Homo sapiens), Q13526; Pin1 FP peptide displacement, HiFluor488, 10 min; Potency, µM (series often up to 115 µM), without a hit: at the highest dose activity, negative = inhibition, hits mostly inhibitors; hit rate 0.009% among 390,000; active = well fitted inhibition curve with a large enough effect in the polarisation, with a control signal flat, not every such curve was filed as active; inconclusive = small, poorly fitted or top-dose-only effect, or effect the other way, or a change in a side signal; inactive = no such curve, though single readings can be large or run the other way; the % refers to the polarisation; also: % is scaled to controls: 0 for no effect and ±100 for the full control effect
# ALOX12 inh: Primary qHTS assay for inhibitors of human arachidonate 12S-lipoxygenase (ALOX12): Round 2; Polyunsaturated fatty acid lipoxygenase ALOX12 (Homo sapiens), P18054; purified 12hLO, xylenol orange hydroperoxide absorbance; Potency, µM (series often up to 108 µM), for inactives: top-dose activity change, negative = inhibition, usual class: inhibitors; hit rate 1.1% among 580,000; also: % is scaled to controls: 0 for no effect and ±100 for the full control effect
#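 Purified human 12hLO at 150 nM in 25 mM Hepes, 0.01% Triton X-100, pH 7.0, preincubated 15 min at room temperature with compound. Reaction started with 40 uM arachidonic acid, 30 min at room temperature. Hydroperoxide measured by Fe-xylenol orange, 573/405 nm absorbance ratio.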
# HP1b chromo inh: HTS for Inhibitors of HP1-beta Chromodomain Interactions with Methylated Histone Tails; Chromobox protein homolog 1 (Homo sapiens), P83916; AlphaScreen HP1-beta / biotin-H3K9me3 peptide binding; Potency, µM (top dose mostly 114 µM), for inactives: top-dose activity change, negative = inhibition, most hits filed as inhibitors; hit rate 0.56% among 390,000; AID 540317, 2011; also: nearly all actives have a fitted effect of over 70% in size; inactives centre near 23
#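 AlphaScreen: HP1-beta (50 nM) preformed 30 min with biotin-H3(1-18)K9me3 peptide (50 nM) in PBS pH 7.4, 0.01% Tween-20. Compound added for 30 min at RT, then streptavidin donor/nickel chelate acceptor beads (10 ug/mL) for 30 min.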
# * marks the source's active call; other numbers are inactive results; i = inactive; ? = inconclusive; · = no result given; [ ] = dose if it differs, or a comment. Unless noted, calls follow the shape of the dose curve; as a rule, active = well fitted curve in the direction sought with a large enough effect; inconclusive = small, poorly fitted or top-dose-only effect, or another doubt; inactive = no such curve, though single readings can be large; an effect the other way counts as inactive or inconclusive. Potency is read from the fitted curve at half-maximal effect. This is a subset; rates above refer to the full screens.
SMILES,PGK inhibitor,JMJD2A Tudor,TrxR1 inh,ERG Ets-DNA blk,GLS inh,RGS4 inh,Pin1 inh,ALOX12 inh,HP1b chromo inh
O=C1C2C3C=CC(C3)C2C(=O)N1c1ccc2ccccc2c1 (stereo unspecified),-7.7%,-5.6%,9.3%,11.4%,-9.8%,7.6%,0.1%,0.0%,25.9%
Cc1cccc(N2CCN(C(=O)CN3C(=O)COc4ccc(S(=O)(=O)N5CCCCCC5)cc43)CC2)c1C,-2.4%,-27.2%,3.1%,3.5%,0.1%,3.7%,-0.3%,-13.4%,11.9%
CCOC(=O)N1CCC(N2Cc3cccc(C(=O)Nc4ccc(OC)c(OC)c4)c3C2=O)CC1,1.6%,-28.6%,1.1%[57.1 µM],-1.9%,-0.2%,8.6%,?,8.7%[57.4 µM],15.2%
Cc1ccc(CNC(=O)Cn2cnc3c(NC(=O)OCc4ccccc4)ncnc32)o1,-1.0%,-10.7%,-7.7%,-2.3%,-0.7%,-1.8%,1.8%,9.1%,39.9%[activator]
COC(CNc1ccc([N+](=O)[O-])c(NCC(OC)OC)c1C#N)OC,-2.1%,-8.8%,?,-3.1%,-4.3%,0.5%,-0.7%,0.0%,13.2%
COc1ccc(N(CC(=O)NC2CCCCC2)C(=O)CNC(=O)c2ccco2)c(OC)c1,-7.9%,-3.5%,-35.9%,-4.2%,-12.8%,-20.0%,0.7%,8.6%,39.8%[activator]
COc1ccccc1CCC(=O)OCC(=O)N1CCN(S(=O)(=O)c2ccc(C)cc2C)CC1,-4.7%,-2.1%,-2.9%[57.1 µM],-13.0%,-3.2%,-11.3%,4.5%,-15.6%,47.1%[activator]
CCc1ccc(-c2nc(CS(=O)CC(=O)NCCc3ccc(C)cc3)c(C)o2)cc1 (stereo unspecified),-7.2%,-14.4%,-6.1%[57.1 µM],-1.8%,5.9%,-39.0%,15.2%,-18.0%,42.5%[activator]
CCN1CCN(C(=O)NC2CC(=O)N(c3ccc(OC)cc3)C2)CC1 (stereo unspecified),-0.2%,-11.9%,13.0%,0.4%,-0.6%,6.0%,-7.0%,-1.7%,17.4%
COc1ccc(CN2CCNC(=O)C2CC(=O)N2CCCCO2)c(OC)c1 (stereo unspecified),i,-4.0%,11.6%,-6.4%,-9.0%,-9.7%,-1.2%,-3.1%,30.9%
Cc1c(CCC(=O)O)c(=O)oc2cc3occ(-c4ccccc4)c3cc12,-7.1%,-7.4%,9.0%,-4.0%,11.2µM*,-9.7%,?,57.0%[activator],27.6%
CC1(C)COC(Cn2c3ccccc3c3ccccc32)O1 (stereo unspecified),4.0%,58.7%,-20.6%,-2.1%,3.6%,23.5%,-6.7%,-34.4%,114.1%[activator]
O=C(OCC(=O)c1cccs1)c1ccccc1,-1.9%,-3.6%,11.1%,-6.9%,-7.7%,7.8%,-4.9%,30.9%[activator],46.2%[activator]
COc1ccc(CCNC(=O)CCCCCN2C(=O)[C@@H]3Cc4ccccc4CN3C2=O)cc1OC,-2.5%,-29.8%,2.5%,-5.4%,5.7%,27.0%[11.4 µM],-0.2%,-2.6%,17.3%
CN(C#N)c1nc(N2CCOCC2)nc(N2CCOCC2)n1,0.1%,-7.5%,12.2%,0.0%,17.5%,-13.7%,-2.4%,0.0%,33.4%
Cn1cc(-c2nnnn2-c2cccc(C(F)(F)F)c2)c(C(F)(F)F)n1,-9.5%,-12.3%[57.1 µM],-1.7%,-7.0%,2.6%,28.8%,?,0.0%,24.0%
O=C(/C=C/c1ccco1)OCC(=O)c1cccc([N+](=O)[O-])c1,-5.0%,-25.1%,-26.2%,3.8%,-1.8%,-27.6%,-9.6%,?,-21.2%
O=C(Nc1nc2ccccc2s1)C1CC(=O)N(c2ccc(F)cc2)C1 (stereo unspecified),-3.2%,-20.0%,-1.6%,-1.2%,3.1%,7.1%,1.1%,-17.3%,28.3%
COc1cccc(-c2cc(C(=O)NCc3ccc(Cl)cc3)no2)c1,4.0%,-23.9%,20.7%,-2.2%,0.6%,-11.8%,0.6%,?,4.8%
CC(=O)NC1=NN(C(C)=O)C(C)(CS(=O)(=O)c2ccc(Cl)cc2)S1 (stereo unspecified),-7.6%,-3.8%,7.3%,1.6%,-2.1%,16.2%,-0.9%,-26.3%,54.8%[activator]
CC(=O)c1cnn(-c2ccccc2)c1C,6.4%,-2.1%,18.1%[57.1 µM],6.9%,0.8%,-11.5%,1.3%,24.4%,7.3%
COc1cc(/C=N/NC(=O)NC23CC4CC(CC(C4)C2)C3)ccc1OCC(N)=O,·,-3.7%,10.3%,2.5%,3.2%,-30.0%,-1.0%,97.7%[activator],45.5%[activator]
O=C(c1ccnc(Cl)c1)N1CCCC(Nc2ccc(F)cc2)C1 (stereo unspecified),-5.4%,-21.9%,-1.6%,2.9%,3.7%,-5.4%,-0.4%,4.5%,20.0%
CN(C(=O)c1cccc(NC(=O)Cc2ccc(NC(=O)C3CCN(C(=O)C4CCCC4)CC3)cc2)c1)C1CC1,-4.3%,2.2%,10.5%,10.8%,-3.5%,-12.1%,-5.2%,?,50.8%[activator]
Cc1ccc2cc(C3CC(c4ccco4)=NN3S(=O)(=O)c3ccccc3)c(Cl)nc2c1 (stereo unspecified),11.0%,-22.7%,?,7.3%,10.9%,-9.8%[11.4 µM],?,?,17.7%
O=C(C1CCC(CNS(=O)(=O)c2cccc3nsnc23)CC1)N1CCN(c2ccccn2)CC1 (stereo unspecified),2.7%,2.7%,8.9%,2.1%,2.7%,6.0%,-3.9%,-1.2%,32.8%
CCCOn1c(OCC(C)C)nc2ccccc2c1=O,i,37.2%[activator],-6.4%,0.1%,0.1%,-23.5%,-5.6%,3.6%,103.9%
O=S(=O)(NCCc1c[nH]c2ccccc12)c1ccc(F)cc1,-1.1%,?,16.7%,-0.9%,8.4%,-24.2%,-8.0%,?,24.4%
Cc1cccc(NC(=O)c2ccc(F)c(S(=O)(=O)N(C)C3CCCCC3)c2)c1,2.1%,-12.2%,27.1%[57.1 µM],-0.2%,-3.1%,-10.5%,2.7%,-23.7%,16.2%
Cc1ccc(CNC(=O)c2sc3nc(-c4ccc(F)cc4)ccc3c2N)cc1,-1.1%,2.7%,-19.4%,?,11.2%,-29.8%,-14.8%,-28.8%,111.8%[activator]
Cc1ccc(S(=O)(=O)N2CCOC2CNC(=O)C(=O)NCc2ccccn2)cc1 (stereo unspecified),-4.8%,-17.5%,0.5%,13.0%,3.6%,16.7%,4.3%,2.8%,11.9%
Cc1ccccc1N1CCN(Cc2cccc(C(=O)O)c2)CC1,i,-5.2%,-8.6%,-3.6%,24.1%,-7.3%,-4.7%,-14.6%,42.1%
O=C(CN1CCc2cc3c(cc2C1)OCCCO3)Nc1ccccc1,i,-22.4%,10.0%,2.0%,15.4%,-15.6%,4.5%,20.5%,11.4%
COc1ccc(Oc2nc3c(c(=O)n(C)c(=O)n3C)n2Cc2cccc(OC)c2)cc1,-5.7%,-25.7%,12.4%[57.1 µM],4.3%,5.4%,8.4%,-1.2%,2.6%,14.5%
c1ccc([C@H]2CN3CCSC3=N2)cc1,-2.8%,-25.9%,22.5%[57.1 µM],-4.0%,9.3%,13.4%[56.9 µM],-2.4%,?,20.7%
O=C(N/N=C/c1c[nH]c2ccc(Br)cc12)c1ccn(Cc2ccc(Cl)cc2Cl)n1,1.2%,-30.5%,7.2%[57.1 µM],0.2%,-0.1%,11.8%,14.4%,-7.6%,2.2%
COc1ccccc1Cc1nc2ccccc2nc1SCC(=O)Nc1cccc(Cl)c1C,i,7.1%,16.4%[57.1 µM],-9.9%,-11.2%,2.3%,1.9%,-12.3%,27.5%[57 µM]
COc1cc(C2SCC(=O)N2CCCN(C)C)cc(OC)c1OC (stereo unspecified),1.3%,-0.3%,-7.6%,0.2%,4.5%,7.3%,-9.6%,21.5%,28.7%

# Look-ups from above:
# Pin1 inh, Cc1ccc(CNC(=O)c2sc3nc(-c4ccc(F)cc4)ccc3c2N)cc1 → -14.8%
# GLS inh, O=C(C1CCC(CNS(=O)(=O)c2cccc3nsnc23)CC1)N1CCN(c2ccccn2)CC1 (stereo unspecified) → 2.7%
